# VIM-2 inhibitor: VIM-2 metallo-beta-lactamase inhibitors, primary screen, biochemical, epi-absorbance readout, Pseudomonas aeruginosa enzyme | purified VIM-2, nitrocefin hydrolysis, epi-absorbance fluorescence | inhibition, % at 5.6 µM | 290,000 tested, 0.89% active;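 active = inhibition above the mean of all tested compounds plus 3 SD, cutoff set per screening run, cut at about 7.5% in these data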;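 also: red hydrolysis product quenches plate fluorescence so inhibitors raise well fluorescence; 0% = enzyme with DMSO and 100% = DMSO without enzyme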
# PHOSPHO1 block: PubChem AID 1565; recombinant PHOSPHO1, absorbance phosphatase assay; inhibition, % at 13.3 µM; 290,000 tested, 1.1% active; in the data active = inhibition above about 60%
# Target sequence (Q8TCT1 whole entry, looked up): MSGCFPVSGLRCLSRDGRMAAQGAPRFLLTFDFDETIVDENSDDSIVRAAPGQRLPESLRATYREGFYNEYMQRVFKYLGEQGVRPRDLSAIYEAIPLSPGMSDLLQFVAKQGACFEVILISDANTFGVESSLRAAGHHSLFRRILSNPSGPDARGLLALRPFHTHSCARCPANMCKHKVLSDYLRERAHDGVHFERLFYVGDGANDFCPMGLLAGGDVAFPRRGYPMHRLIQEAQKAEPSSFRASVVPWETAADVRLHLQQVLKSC
# SUMO HTRF inh: inhibitors of in vitro SUMOylation cascade, primary screen, biochemical, HTRF, uHTS; HTRF SUMOylation assay, SAE1/SAE2 + UBC9; inhibition, % at 35 µM; 290,000 tested, 0.36% active; AID 2006, 2009; in the data active = inhibition above about 50%, passing the limit was not always enough; also: strong numbers were not always called active
# IMP-1 inh: IMP-1 metallo-beta-lactamase inhibitors, primary screen, biochemical, epi-absorbance readout, Pseudomonas aeruginosa enzyme. metallo-beta-lactamase IMP-1 (Pseudomonas aeruginosa). purified IMP-1, nitrocefin hydrolysis, epi-absorbance fluorescence. inhibition, % at 5.6 µM. 290,000 tested, 0.45% active;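 active = inhibition above the mean plus 3 SD of all compounds in the same screening run, cut at about 4.5% in these data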;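 also: 0% = IMP-1 with DMSO and 100% = DMSO wells lacking enzyme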
#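 Assay system: purified IMP-1; Quantity: IMP-1 0.2 nM before substrate addition; Medium: HEPES buffer pH 7.1 with ZnSO4 and Brij 35; Incubation: 15 min enzyme–compound preincubation, then 25 min nitrocefin reaction, 25 °C; Signal: fluorescence quenching readout, ex 480/em 530 nm; Controls: DMSO with and without IMP-1; Repeats: singlicate testing.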
# MEKK3 PB1 HTS: modulators of MEKK3-MEK5 PB1 binding, primary screen, biochemical, wildtype MEKK3, multiplex bead flow cytometry, Alexa488-MEK5. Mitogen-activated protein kinase kinase kinase 3 (Homo sapiens), Q99759. bead-based flow cytometry, Alexa488-MEK5 binding to MEKK3; actives lie on both sides; 0 = blocked by unlabeled MEK5, 100 = vehicle. binding response (% of control), % at 10 µM. 290,000 tested, 1.4% active;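 active = binding response more than 3 SD above or below the average of its plate-row segment, actives on both sides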;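 also: Alexa488 bead fluorescence after subtracting the streptavidin-only scavenger bead signal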
# Target sequence (Q99759 whole entry, looked up): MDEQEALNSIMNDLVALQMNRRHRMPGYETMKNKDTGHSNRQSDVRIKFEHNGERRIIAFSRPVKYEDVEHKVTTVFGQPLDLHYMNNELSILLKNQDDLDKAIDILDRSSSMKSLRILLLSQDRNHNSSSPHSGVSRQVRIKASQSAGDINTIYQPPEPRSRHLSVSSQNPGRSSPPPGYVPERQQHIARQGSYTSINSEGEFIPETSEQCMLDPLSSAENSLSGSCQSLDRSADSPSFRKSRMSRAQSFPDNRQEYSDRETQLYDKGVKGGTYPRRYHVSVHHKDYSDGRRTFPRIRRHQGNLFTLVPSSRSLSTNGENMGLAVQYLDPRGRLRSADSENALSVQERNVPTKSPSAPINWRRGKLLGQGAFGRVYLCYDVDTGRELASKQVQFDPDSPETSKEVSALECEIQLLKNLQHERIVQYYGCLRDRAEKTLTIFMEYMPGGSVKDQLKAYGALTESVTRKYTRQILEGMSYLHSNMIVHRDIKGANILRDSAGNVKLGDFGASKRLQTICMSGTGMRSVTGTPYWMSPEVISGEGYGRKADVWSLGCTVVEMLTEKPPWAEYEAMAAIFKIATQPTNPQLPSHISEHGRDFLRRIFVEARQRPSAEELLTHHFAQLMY
# p-CIP stab down: p/CIP-EGFP fusion destabilizers, primary screen, fluorescence, F442A cells. 16 h. decrease of EGFP signal, % at 10 µM. 290,000 tested, 0.01% active;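 active = EGFP signal decrease of at least 30% at 10 µM or well 3 SD below plate mean, unless failing retest; inactive = the rest, including hits failing retest or dose response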; also: some compounds called inactive have numbers as strong as hits; many of its hits are not listed in these tables
# IDE act: human IDE activators in live cells, primary screen, fluorescence polarization, HEK cells, FAbeta-B substrate. Insulin-degrading enzyme (Homo sapiens), P14735. FAbeta-B cleavage; 0% vehicle, 100% cell-free pure enzyme wells. activation, % at 5.96 µM. 340,000 tested, 0.073% active. AID 493087, 2011;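 active = activation above the mean of all tested compounds plus 3 SD, set per screening campaign, cut at about 17% in these data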
# FID counter: compounds displacing fluorescent DNA intercalator, primary screen, artefact control for HCV NS3 helicase inhibitor project, biochemical, FID fluorescence; DNA fluorescent intercalator displacement; inhibition, % at 7.9 µM; 290,000 tested, 0.17% active; AID 1845, 2009; in the data active = inhibition above about 37%;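 also: 0% = vehicle and 100% = reference compound; higher means more ethidium bromide displaced from hairpin DNA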
# NS3 helicase inh: inhibitors of HCV NS3 helicase, primary screen, biochemical, Cy5 molecular beacon fluorescence; inhibition, % at 10.9 µM; AID 1800, 2009; Hepatitis C virus NS3 helicase; NS3 helicase DNA unwinding; 290,000 tested, 0.56% active;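 active = inhibition above the mean of all tested compounds plus 3 SD, set per campaign, cut at about 35% in these data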;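 also: 0% = DMSO wells and 100% = thioflavine S control wells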
#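 Material: hepatitis C virus NS3 helicase domain fragment enzyme; measured by: Cy5 fluorescence, 0 and 60 min reads; control set: DMSO and thioflavine S; incubation: 60 min unwinding reaction at 25 °C after ATP addition; read-out basis: % inhibition from 60/0 min fluorescence ratio, DMSO 0%, thioflavine S 100%; repeats: singlicate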
# An asterisk follows results filed as active; . = not tested or not shown; & = joins results of further samples; [ ] = another dose, or the depositor's remark. A portion of the library; rates above refer to the full screens.
# Each structure is followed by: VIM-2 inhibitor	PHOSPHO1 block	SUMO HTRF inh	IMP-1 inh	MEKK3 PB1 HTS	p-CIP stab down	IDE act	FID counter	NS3 helicase inh
CCN(CC)CC(=O)Nc1ccc(C)cc1Br
  -3.6	-28	-3	-3.5	99	-18	-3	-3	-3
CCC(C)(C)NC(=O)Nc1cc(Cl)ccc1OC
  -1.4	42	8	-1.9	101	-8	-3	-1	-7
Cc1cc(NS(=O)(=O)c2ccc(NC(=O)C(CC(C)C)N3C(=O)c4ccccc4C3=O)cc2)nc(C)n1 (stereo not given)
  -2.5	11	16	-3.9	106	-12	2	-12	-4
Cc1csc(NC(=O)C2CCCN(S(=O)(=O)c3ccc(Br)s3)C2)n1 (stereo not given)
  -3.3	14	-2	-2.1	85	0	-2	-14	-7
Cc1cc(=O)n(CC=C(Cl)Cl)c2ccccc12
  -1.7	-33	5	-3.1	100	-15	0	-11	1
COc1cc(C(=O)Nc2nnc(SCC(=O)NCC3CCCO3)s2)cc(OC)c1OC (stereo not given)
  0.7	-2	14	-0.4	107	-2	4	-28	2
O=c1oc(-c2ccc([N+](=O)[O-])cc2)nc2ccc(O)cc12
  1.7	48	-3	-0.6	100	-8	6	1	-2
COc1ccc(/C(C)=N/NC(=O)CNC(=O)C(c2ccccc2)c2ccccc2)c(OC)c1
  -2.0	15	-16	-1.7	102	9	-6	-34	-16
Cc1ccc(C2C(C#N)=C(N)N(c3cccnc3)C3=C2C(=O)CCC3)s1 (stereo not given)
  -1.1	33	65	-2.1	98	3	-6	-9	5
Cc1ccccc1NC(=O)Nc1ccc(C(F)(F)F)cc1
  -1.5	24	-4	-2.5	104	-5	1	6	-5
Cn1c(=O)cc(N2CCCCC2)[nH]c1=O
  -2.2	-2	3	-1.9	106	-5	0	-1	-1
O=C(CCN1C(=O)c2ccccc2C1=O)Nc1ccc(S(=O)(=O)NC2=NCCCCC2)cc1
  -0.5	20	-7	-1.0	109	-11	-4	-16	-2
COCCCNC(=O)C(=O)NC1CCCCCC1
  -2.6	9	4	-1.8	91	-7	4	-3	3
CCOC(=O)C1=C(N)OC2=C(C(=O)CC(C)(C)C2)C1c1ccccc1OCC#N (stereo not given)
  -4.5	19	-3	-5.3	102	-3	4	4	8
O=C(O)CC(CC(=O)N1CCOCC1)c1ccccc1 (stereo not given)
  -0.9	-20	-19	-1.2	98	9	2	-1	1
CC(C)(C)c1ccc(NC(=O)C(=O)C2C(=O)Nc3ccccc32)cc1 (stereo not given)
  -0.5	40	3	-2.8	104	9	2	-1	3
O=C(NCc1ccco1)C(c1ccccc1)N(C(=O)Cc1cccs1)c1ccccc1 (stereo not given)
  -3.0	-2	-36	0.2	115	0	1	-18	8
Cc1ccc(N=Nc2ccc(C)cc2NC(=O)Nc2ccccc2F)cc1
  -1.9	56	5	-1.6	94	1	-4	4	-2
Cc1ccc(-n2nnc(-c3nccn3C)n2)cc1
  -3.0	1	4	-2.7	102	8	3	-2	-4
COC(=O)c1ccc(NC(=O)C(=O)N2CCN(C(=S)NCCc3ccccc3)CC2)cc1
  -3.1	-6	-27	-2.4	102	-2	3	-17	0
CCCOc1cccc(C2C(C(=O)c3ccco3)=C(O)C(=O)N2CCN(CC)CC)c1 (stereo not given)
  -2.4	5	21	-7.6	101	4	-6	3	-1
Nc1nc(Nc2ccccc2Cl)cc(=O)[nH]1
  -2.6	40	23	-1.7	109	-10	-2	-13	-3
COc1ccc(/C=N/Nc2nc(=O)[nH]nc2C)cc1[N+](=O)[O-]
  -2.8	14	1	-3.4	124	-7	3	0	1
O=C(CSc1ncn[nH]1)Nc1ccccc1Sc1ccc(Cl)cc1
  -3.5	36	14	0.7	103	-20	0	-13	-6
Nc1cc(=O)n(Cc2ccccc2)c(=O)n1-c1ccc(Cl)cc1
  -3.0	-4	-4	-1.9	99	-13	0	-3	3
C=CC[N+]1(CC#CCOC(c2ccccc2)c2ccccc2)CCOCC1
  -2.4	45	-13	-2.0	110	-2	9	22	-1
CN(Cc1ccccc1)C(=O)COC(=O)c1ccccc1Nc1ccccc1
  -2.2	1	-7	-4.4	101	-2	7	-13	-5
c1ccc(-n2c(Cc3cccnc3)nc3cnccc32)cc1
  0.6	.	.	-0.4	94	.	2	-4	6
COc1ccc(NC(=O)NC(C)c2ccncc2)cc1OC (stereo not given)
  -2.2	-3	21	-4.8	103	-1	-2	0	-2
CCOC(=O)C1CCN(C(=O)/C(=C/c2ccccc2)NC(=O)c2ccccc2)CC1
  -0.7	25	11	-3.6	108	-8	1	-44	6

# Reformatted with each value named: four of the compounds above
COc1cc(C(=O)Nc2nnc(SCC(=O)NCC3CCCO3)s2)cc(OC)c1OC (stereo not given)
- VIM-2 inhibitor: 0.7
- PHOSPHO1 block: -2
- SUMO HTRF inh: 14
- IMP-1 inh: -0.4
- MEKK3 PB1 HTS: 107
- p-CIP stab down: -2
- IDE act: 4
- FID counter: -28
- NS3 helicase inh: 2

Cn1c(=O)cc(N2CCCCC2)[nH]c1=O
- VIM-2 inhibitor: -2.2
- PHOSPHO1 block: -2
- SUMO HTRF inh: 3
- IMP-1 inh: -1.9
- MEKK3 PB1 HTS: 106
- p-CIP stab down: -5
- IDE act: 0
- FID counter: -1
- NS3 helicase inh: -1

CCC(C)(C)NC(=O)Nc1cc(Cl)ccc1OC
- VIM-2 inhibitor: -1.4
- PHOSPHO1 block: 42
- SUMO HTRF inh: 8
- IMP-1 inh: -1.9
- MEKK3 PB1 HTS: 101
- p-CIP stab down: -8
- IDE act: -3
- FID counter: -1
- NS3 helicase inh: -7

COCCCNC(=O)C(=O)NC1CCCCCC1
- VIM-2 inhibitor: -2.6
- PHOSPHO1 block: 9
- SUMO HTRF inh: 4
- IMP-1 inh: -1.8
- MEKK3 PB1 HTS: 91
- p-CIP stab down: -7
- IDE act: 4
- FID counter: -3
- NS3 helicase inh: 3

# More records follow:
# Each structure is followed by: VIM-2 inhibitor	PHOSPHO1 block	SUMO HTRF inh	IMP-1 inh	MEKK3 PB1 HTS	p-CIP stab down	IDE act	FID counter	NS3 helicase inh
Cc1cc2c(cc1S(=O)(=O)CCC(=O)N(C)Cc1ccccc1)OCC(=O)N2
  -2.3	49	-9	-3.6	99	-1	10	-13	13
CCn1cc(S(=O)(=O)Nc2ccccc2C(F)(F)F)cn1
  -3.5	23	-1	-2.7	101	-2	2	-2	0
CC(=O)Oc1ccc2oc(=O)c3c(c2c1)CCCN3C(=O)CN1CCN(c2ncccn2)CC1
  -2.4	18	0	0.0	102	0	3	-23	-8
NC(=O)C1CCN(C2CC(=O)N(c3ccc(F)c(Cl)c3)C2=O)CC1 (stereo not given)
  -2.2	18	17	-1.4	106	4	6	2	11
Cn1c(SCC(=O)O)nnc1-c1ccc(NC(=O)c2ccc(Cl)c(Cl)c2)cc1
  -3.3	-21	4	-4.7	98	0	-6	-32	3
Cc1cc(NCCCn2ccnc2)n2nc(C)c(-c3ccccc3)c2n1
  68*	8	9	-2.8	88	10	7	16	-2
O=C(Nc1ccc2c(c1)CCC2)c1ccc(F)c(S(=O)(=O)N2CCOCC2)c1
  -3.1	-24	10	-3.5	101	-2	5	-7	-6
Cn1nc(C(F)(F)F)c(-c2ccc(Br)cc2)c1NC(=O)CSCC(=O)O
  -1.1	37	19	-3.2	100	-7	-3	-9	-3
Cc1c(C)n(Cc2ccccc2)c2ccc(C(=O)OCCCN(C)C)cc12
  -3.0	49	-21	-1.0	105	-12	10	19	-68
CC(=O)c1ccc(N2CCN(CC(O)COC(c3ccccc3)c3ccccc3)CC2)cc1 (stereo not given)
  -1.8	24	4	-0.6	102	-7	3	5	-31
Nc1nnc(SCC(=O)Nc2cccc3ccccc23)s1
  0.5	27	2	-0.5	98	5	4	0	1
CCc1cc(=O)oc2cc(C)cc(O)c12
  -2.9	-14	2	-3.8	101	-2	2	2	4
Cc1cccc(C)c1NC(=O)C1c2ccccc2Oc2ccccc21
  0.0	-4	-12	1.2	102	-5	-1	2	0
CC(=O)c1cc2c(cc1NC(=O)c1cnc(C)cn1)OCO2
  -1.7	10	17	-0.2	101	3	2	-2	-2
C/C(N)=C(/C#N)C(=O)CSc1nnc(COc2ccccc2Cl)o1
  -1.9	32	-1	-2.7	100	-2	-5&2	-5	0
Cc1ccccc1Nc1nc(N)nc(CSCC(=O)Nc2cccc(Br)c2)n1
  -0.5	3	10	-2.6	96	9	-1	-15	-6
CCOc1ccccc1NC(=O)c1ccc(S(=O)(=O)N2CCCCC2)cc1
  -1.1	30	0	-0.9	104	-10	1	-25	-8
N#Cc1c(-c2cccs2)cc(-c2ccccn2)nc1N
  -1.5	-2	26	-3.9	103	-1	7	-9	3
COc1ccc(CCN(C(=O)C(F)(F)F)C(C(=O)NC2CCCCC2)c2cccs2)cc1 (stereo not given)
  -3.4	11	-17	-4.7	102	2	1	-12	4
Oc1ccccc1CN1CCCN(Cc2ccccc2O)C1
  -2.7	-17	4	-2.2	124*	-5	4	16	0
O=C(Cc1ccc(Cl)cc1)NCCCNC(=O)c1cccnc1
  -4.0	46	11	-4.2	99	-7	3	-11	-15
COc1ccc(NC(=S)NC(=O)c2cc3ccccc3o2)c(OC)c1
  -4.9	47	0	-3.4	98	-10	1	-10	-2
FC(F)(F)c1nnc2ccc(N3CCCCCC3)nn12
  -4.0	-5	5	-1.8	81*[inhibitor]	2	-2	-14	-3
CCOC(=O)C1CCCN(c2c(N3CCN(c4ccccn4)CC3)c(=O)c2=O)C1 (stereo not given)
  -0.1	3	2	0.8	102	-7	8	-18	-9
Cc1ccc(Cn2ccsc2=NC(=O)COC(=O)c2ccc(O)cc2O)cc1
  -4.0	24	13	-2.2	95	-6	2	-19	-12
O=C(COc1ccccc1Cl)Nc1cnn(Cc2ccccc2)c1
  -1.4	1	24	-3.1	103	-3	-6	-23	-2
